# High-throughput results: PubChem, National Center for Advancing Translational Sciences (NCATS)
# Integrin act MD = qHTS for Activators of Integrin-Mediated Alleviation for Muscular Dystrophy; alpha7betagal myoblasts, beta-gal FDG fluorescence, 48 h; Potency, µM (doses to about 38.3 µM), for the others: at the top dose activation, hits mostly activators; actives 0.064% (n = 350,000);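 note: potency is the fitted concentration of half-maximal effect; 100% = response of the positive control SU9516; nearly all actives have a fitted effect of over 60% in size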
#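 alpha7betagal+/- myoblasts (passage 13, 250/well) treated 48 h at 37C with compounds at 1:260 dilution of DMSO stock. Lysed, then beta-galactosidase activity read as FDG fluorescence (ex 480/em 540) after 30 min, with pre-read for autofluorescence.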
# GALK inh = qHTS Assay for Inhibitors of Human Galactokinase (GALK); Potency, µM (doses to about 57.5 µM), inactives show at the highest dose activity change, negative = inhibition, most hits filed as inhibitors; AID 1868, 2009; actives 0.007% (n = 270,000); Purified GALK, Kinase-Glo residual ATP luminescence; P51570; note: potency is the fitted concentration of half-maximal effect; % is set by controls: 0 for no effect and ±100 for the full control effect
#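 GALK at 5 nM final was combined with compound, 35 uM ATP and 100 uM galactose in HEPES pH8.0 with MgCl2 and DTT. The reaction ran one hour at room temperature before luminescent ATP detection.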
# hERG WT inh = qHTS for Inhibitors of KCHN2 3.1: Wildtype qHTS. U2OS, BacMam KCNH2, thallium flux FluxOr; stronger effect = lower value. activity change, % at 1.84 µM. actives 0.37% (n = 340,000);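 active = maximum activity change below -70%; inconclusive = maximum activity change between -70% and -50%; inactive = maximum activity change above -50%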; note: % is set by controls: 0 for no effect and ±100 for the full control effect
#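 U2OS cells transduced with wild-type KCNH2 virus are loaded with FluxOr dye for 45 min, and thallium flux is measured in kinetic reads before and after stimulation buffer. Rate constants are normalized to DMSO controls.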
# TRPV1 agonist = HTS Assay for Compounds that Act as Agonists of the Vanilloid Receptor 1; Transient receptor potential cation channel subfamily V member 1 (Homo sapiens), Q8NER1; TRPV1-expressing cells, Fluo-8 calcium influx, agonist mode; activation, % at 8.33 µM; actives 0.19% (n = 320,000); AID 540275, 2011; in the data active = activation above about 80%; inconclusive = between about 30% and that limit; note: 0% is about no effect
# Target sequence (Q8NER1 whole entry, looked up): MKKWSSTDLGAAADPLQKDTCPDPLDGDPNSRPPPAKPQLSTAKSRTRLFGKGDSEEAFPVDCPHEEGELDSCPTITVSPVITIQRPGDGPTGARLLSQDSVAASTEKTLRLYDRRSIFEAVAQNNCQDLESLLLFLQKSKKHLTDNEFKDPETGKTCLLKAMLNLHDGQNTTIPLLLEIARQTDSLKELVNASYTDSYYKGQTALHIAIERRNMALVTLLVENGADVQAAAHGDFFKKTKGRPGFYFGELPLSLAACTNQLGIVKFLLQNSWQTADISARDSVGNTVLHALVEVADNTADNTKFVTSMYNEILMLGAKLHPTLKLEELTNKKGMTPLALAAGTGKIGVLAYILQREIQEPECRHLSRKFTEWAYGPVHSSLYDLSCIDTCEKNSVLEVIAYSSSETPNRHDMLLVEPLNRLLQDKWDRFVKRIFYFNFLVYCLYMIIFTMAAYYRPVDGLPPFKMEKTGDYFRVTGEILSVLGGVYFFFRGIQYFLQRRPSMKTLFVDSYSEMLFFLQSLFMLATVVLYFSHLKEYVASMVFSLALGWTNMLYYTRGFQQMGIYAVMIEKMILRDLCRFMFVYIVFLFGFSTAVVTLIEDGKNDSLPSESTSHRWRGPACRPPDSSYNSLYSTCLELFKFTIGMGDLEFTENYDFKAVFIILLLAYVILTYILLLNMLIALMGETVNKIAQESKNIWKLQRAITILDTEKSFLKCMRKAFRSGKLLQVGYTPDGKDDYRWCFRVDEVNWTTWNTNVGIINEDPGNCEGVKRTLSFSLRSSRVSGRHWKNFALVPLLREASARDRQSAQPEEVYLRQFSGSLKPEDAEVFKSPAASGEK
#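 TRPV1-expressing cells were cultured overnight at 35.5C and loaded with Fluo-8 calcium dye for 40 to 90 min at room temperature. After a 10 s baseline, compound was added and calcium influx was read kinetically for 3 min (ex 480/em 520 nm).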
# KCNH2 3.1 block = qHTS for Inhibitors of KCHN2 3.1: Mutant qHTS | Potassium voltage-gated channel subfamily H member 2, brain isoform KCNH2 3.1 (human) | activity change, % (tested at about 1.8 µM) | AID 720553, 2013 | actives 0.95% (n = 340,000) | U2OS KCNH2 3.1, thallium flux FluxOr; stronger effect = lower value;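 active = maximum activity change below -70%; inconclusive = maximum activity change from -70% to -50%; inactive = maximum activity change above -50%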;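 note: thallium influx rate constant from kinetic fluorescence after stimulation buffer; % is set by controls: 0 for no effect and ±100 for the full control effect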
#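 Measured as rate of thallium-driven FluxOr signal in transduced U2OS cells carrying the 3.1 channel, read kinetically for 2 min upon stimulation; values are rate constants scaled to DMSO control wells.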
# S-ASM inh = Inhibitors of Secretory Acid Sphingomyelinase (S-ASM): qHTS; Potency, µM (top dose mostly 57.5 µM), for inactives: at the highest dose activity change, negative = inhibition, hits mostly inhibitors; placental ASM, HMU-PC fluorogenic substrate, 60 min; AID 504937, 2011; actives 0.006% (n = 340,000); Sphingomyelin phosphodiesterase (Homo sapiens), P17405; note: potency is the fitted concentration of half-maximal effect
#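 qHTS format. ASM enzyme prepared from human placenta hydrolyses the fluorogenic substrate HMU-PC0 (9 uM final) over 60 min at 37 °C after a 10 min compound preincubation.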
# MBNL1-CUG inh = qHTS Assay for Inhibitors of MBNL1-poly(CUG) RNA binding; Muscleblind-like protein 1 (Homo sapiens), Q9NR56; TR-FRET MBNL1-His/biotin-(CUG)12 binding, 665/545 ratio; Potency, µM (titrated, usually from 57.5 µM), without a hit: at the highest dose activity change, negative = inhibition, usual class: inhibitors; actives 0.036% (n = 280,000); active = well fitted inhibition curve with a large enough effect in the signal ratio, with a control signal flat, not every such curve was filed as active; inconclusive = small, poorly fitted or top-dose-only effect, or effect the other way, or a change in a side signal; inactive = no such curve, though single readings can be large or run the other way; the % refers to the signal ratio; note: potency is the fitted concentration of half-maximal effect; % is set by controls: 0 for no effect and ±100 for the full control effect
#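 His-tagged MBNL1 binding to biotinylated (CUG)12 RNA was measured by TR-FRET using terbium anti-His antibody (0.055 ng/ul final) and streptavidin-XL665 (5 nM final). Compounds were titrated 92 nM to 58 uM; 60 min at room temperature.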
# FBPA coupling cs = qHTS Assay for Inhibitors of Fructose-1,6-bisphosphate Aldolase from Giardia Lamblia: Coupling assay counterscreen; coupling enzyme system counterscreen, AmpLite Red fluorescence; activity change, negative = inhibition, % at 58.2 µM, hits read low; actives 0.67% (n = 290,000); AID 2472, 2010; in the data active = activity change below about -30%; note: % is set by controls: 0 for no effect and ±100 for the full control effect
#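 Counterscreen lacking aldolase: glyceraldehyde-3-phosphate coupling-enzyme reagent preincubated 10 min at RT with compound (at 57.5 uM final), then substrate/coupling system with AmpLite Red added; fluorescence read at 525/598 nm after 20 min RT.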
# MLL CXXC-DNA inh = qHTS Fluorescence Polarization Assay for Inhibitors of MLL CXXC domain - DNA interaction; Potency, µM (top dose mostly 115 µM), without a hit: top-dose activity change, negative = inhibition, most hits filed as inhibitors; AID 2662, 2010; actives 0.037% (n = 290,000); Histone-lysine N-methyltransferase 2A (Homo sapiens), Q03164; MLL-CXXC / FITC-HOXA9 DNA fluorescence polarization; active = well fitted inhibition curve with a large enough effect in the polarisation, with a control signal flat, not every such curve was filed as active; inconclusive = small, poorly fitted or top-dose-only effect, or effect the other way, or a change in a side signal; inactive = no such curve, though single readings can be large or run the other way; the % refers to the polarisation; note: potency is the fitted concentration of half-maximal effect
#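 Steps: dispense CXXC domain solution (7 uM) → pin compounds or unlabeled HOX-A9 DNA control → 5 min ambient → add FLSN-HOX-A9 solution (50 nM) → spin → 30 min ambient → fluorescence polarization. Tris pH 7.5/NaCl/DTT/BSA buffer.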
# AT treatment = qHTS Assay for Identifying a Potential Treatment of Ataxia-Telangiectasia; AID 485349, 2010; Potency, µM (doses to about 57.5 µM), for inactives: top-dose activation, hits mostly activators; […] A-T fibroblasts, KAP-1 phosphorylation AlphaLISA; neocarzinostatin DNA damage 30 min before lysis; actives 0.19% (n = 320,000); note: potency is the fitted concentration of half-maximal effect; % of control where 0% means no effect; nearly all actives have a fitted effect of over 45% in size
#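 hTERT-immortalized A-T patient fibroblasts ([…]), 500 cells/well in OPTI-MEM, 1% FBS, got compounds for 60 min, then NCS for 30 min at 37C. Lysates were then assayed for phospho-KAP-1 by AlphaLISA (anti-pKAP1 donor, anti-KAP1 acceptor beads), 6 hr at 25C.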
# An asterisk follows results filed as active; ? = inconclusive; . = not tested or not shown; [ ] = remark or other dose. Unless noted, calls come from the whole dose curve; as a rule, active = well fitted curve in the direction sought with a large enough effect; inconclusive = small, poorly fitted or top-dose-only effect, or another doubt; inactive = no such curve, though single readings can be large; an effect the other way counts as inactive or inconclusive. This is a random part of the collection, and some 2% of all compounds hit somewhere here.
SMILES,Integrin act MD,GALK inh,hERG WT inh,TRPV1 agonist,KCNH2 3.1 block,S-ASM inh,MBNL1-CUG inh,FBPA coupling cs,MLL CXXC-DNA inh,AT treatment
COc1ccc([C@H]2/C=C\CN(C(=O)C3CC3)[C@@H](C)C(=O)N2Cc2ccc(F)cc2)cc1,-9%,.,6,.,-2,0%,.,.,.,.
CCOc1ccccc1OCC(=O)NNC(=S)NC1CCCCC1,1%,1%,28,4,5,6%,1%,0,6%,1%
COc1ccc(CCN2CC(C(=O)Nc3cccc(C(C)=O)c3)CC2=O)cc1OC (stereo not given),-13%,1%,-6,-1,-6,-2%,-18%,2,17%,-6%
Cc1ccc(-c2nnc(N3CCN(C(=O)CSc4ncn[nH]4)CC3)c3ccccc23)cc1,-20%,-3%,-3,-3,8,7%,10%,5,2%,3%
COc1ccc(-n2c(SCC(C)=O)nc3sc(C)c(C)c3c2=O)cc1,0%,-4%,5,19,12,2%,-2%,2,38%[activator],-11%
O=C(COc1ccc(Cl)cc1)NCc1n[nH]c(=O)c2ccccc12,3%,.,4,-9,18,-1%,.,.,.,1%
O=C(NC1CCCc2c1cnn2-c1ccc(F)cc1F)c1csnn1 (stereo not given),-18%,-9%,-6,10,23,.,-2%,0,9%,4%
Cc1csc(NC(=O)C2CCN(C(=O)c3ccccc3C)CC2)n1,-4%,2%,1,5,3,0%,-1%,5,-5%,-3%
CCCn1c2ccccc2c2cnn(CC(=O)NCCCOC)c(=O)c21,?,5%,2,-1,-6,23%,0%,-5,-11%,6%
CCOC(=O)C1=c2s/c(=C\c3ccncc3)c(=O)n2C(N)=C(C(=O)OC)C1c1ccncc1 (stereo not given),0%,14%,.,8,13,-3%,-2%,2,-6%,-3%
COc1cccc(-c2sc3ccc(OC)cc3c2-c2cc(F)cc(OC)c2)c1,11%,.,-3,2,-23,0%,.,.,.,3%
CN1C(=S)SC(N(O)C(=O)Nc2ccccc2)C1(C)C (stereo not given),-15%,0%,-30,0,5,3%,4%,3,3%,-8%
Cc1ccc(C2CC2/C(=N/O)c2ccc(F)cc2)cc1 (stereo not given),9%,2%,4,-4,19,-9%,-3%,-3,0%,-1%
COc1ccc2c(c1[N+](=O)[O-])CCC/C2=N/OC(=O)c1ccccc1SC,6%,1%,-17,-2,-17,-7%,8%,-5,-6%,14%
Cc1cccc(C(=O)N/N=C/c2ccncc2)c1,3%,.,3,15,-3,-2%,22%,4,-1%,-2%
CCN(CC)S(=O)(=O)c1cccc(NC(=O)COC(=O)c2cccs2)c1,?,8%,1,3,-22,-4%,-2%,1,7%,-7%
CC1CC(C)CN(CCCNC(=O)C2CCN(S(=O)(=O)N3CCCCC3)CC2)C1 (stereo not given),21%,-3%,-12,-1,-9,6%,-2%,5,6%,-2%
CCC(=O)Nc1nnc(SCC(=O)Nc2ccc3c(c2)OCO3)s1,0%,-2%,8,-3,-6,4%,2%,.,2%,10%
CC(Sc1ccccc1)C(=O)NNC(=O)c1ccncc1 (stereo not given),26%,.,5,-2,-12,3%,.,.,.,0%
Cc1ccc(C(=O)Nc2ccc(N3CCOCC3)cc2N2CCOCC2)cc1,10%,4%,-7,9,0,-1%,2%,0,5%,6%
Cc1ccc(-n2nc(C)c(/C=N/n3c(C)n[nH]c3=S)c2Cl)cc1,5%,-2%,-1,2,1,-3%,-22%,-1,10%,6%
Cc1cc(C(=O)COC(=O)c2ccc3c(c2)OCO3)c(C)n1Cc1cccs1,-24%,8%,0,23,-14,7%,-4%,-1,-10%,19%
CCOc1ccc(NC(=O)c2cccc(NC3=NC4CS(=O)(=O)CC4S3)c2)cc1 (stereo not given),-13%,.,9,-5,-6,0%,4%,7,.,-2%
CCc1ccc(/C=C/c2c[nH]c3ccccc23)[n+](CC)c1,?,2%,7,-4,-8,-10%,?,-6,7%,-3%
Cc1cc(C(=O)CSc2n[nH]c(N)n2)c(C)n1-c1cc(F)ccc1F,-16%,0%,16,?,19,-1%,2%,4,16%,0%
# Next part.
SMILES,Integrin act MD,GALK inh,hERG WT inh,TRPV1 agonist,KCNH2 3.1 block,S-ASM inh,MBNL1-CUG inh,FBPA coupling cs,MLL CXXC-DNA inh,AT treatment
O=C(CN(C(=O)Cn1nnc(-c2ccc(F)cc2)n1)c1ccc(F)cc1)NC1CCCC1,0%,6%,-2,-2,17,2%,-7%,0,-15%,14%
COc1cc(C2C(C#N)=C(N)OC3=C2C(=O)CC(C)(C)C3)c([N+](=O)[O-])cc1OC (stereo not given),-22%,3%,2,4,9,1%,19%,-26,-23%,5%
CC(=O)c1ccc(N2CCN(C(=O)/C=C/c3ccc4ccccc4n3)CC2)cc1,-26%,0%,11,5,-22,-15%,1%,0,3%,-2%
CC(C)CC(NC(N)=O)C(=O)NCCc1ccc(Cl)cc1Cl (stereo not given),0%,5%,4,2,-8,4%,-1%,4,1%,4%
CCOC(=O)c1cccc(NC(=O)c2ccc(-n3cnnn3)cc2)c1,-3%,.,5,.,0,-1%,.,.,.,-3%
COc1cccc(N2CCN(C(=O)C3C4C=CC5(CN(Cc6ccccc6Cl)C(=O)C35)O4)CC2)c1 (stereo not given),24%,0%,14,.,-14,-3%,0%,2,?,-8%
O=C(c1ccccc1[N+](=O)[O-])N(CCc1ccccc1)Cc1ccccc1,-24%,-1%,-12,-3,-7,3%,-13%,.,-2%,-1%
COc1ccccc1N1C(=O)c2cccc3cccc(c23)C1=O,11%,-6%,3,-1,16,0%,?,1,6%,-8%
CC1(NC(=O)CCc2ccccc2)CCN(CCCc2ccccc2)C1=O (stereo not given),-10%,.,-6,4,12,5%,.,.,.,-7%
COc1ccccc1N1CCN(c2ccc(Cl)nn2)CC1,1%,1%,-4,-2,8,0%,-12%,-3,-1%,-2%
CSC(=O)CC(=O)NC(=O)c1ccccc1,-1%,0%,-2,0,7,1%,-4%,0,-27%,-3%
CCn1c(SCC(=O)N2c3ccccc3CCc3ccccc32)nnc1-c1ccc(OC)cc1,-17%,0%,-3,?,10,-1%,?,2,-4%,16%
O=C(CC1Sc2ncnn2C1=O)Nc1ccccc1 (stereo not given),-11%,-1%,4,-2,-8,2%,10%,2,-7%,.
CNc1[nH]ncc1[N+](=O)[O-],-7%,7%,-10,2,-2,-13%,11%,6,2%,0%
Cc1ccc(S(=O)(=O)CCC(=O)OCC(=O)N2c3ccccc3NC(=O)C2(C)C)cc1,-21%,.,3,0,-4,-1%,.,.,.,-3%
COc1cc(C(=O)NC(=S)Nc2ccc(Cl)cn2)cc(OC)c1OC,-22%,3%,2,0,2,-4%,-7%,1,-1%,18%
CC(C)(C)OC(=O)C[C@@H]1C/C=C\C[C@H](CC(=O)NCCO)C(=O)NC[C@H](c2ccccc2)OC1=O,18%,.,-29,.,17,1%,.,.,.,4%
COc1ccc(NC(=O)N2CCCC2C(=O)NC23CC4CC(CC(C4)C2)C3)cc1 (stereo not given),-9%,1%,0,5,13,3%,-2%,1,10%,-3%
O=c1cc(N2CCOCC2)[nH]c(=O)n1-c1ccc(Br)cc1,7%,0%,-4,-2,-17,1%,1%,2,3%,-7%
CN(C(=O)CSc1nnc(-c2ccccc2)n1C)C1CCS(=O)(=O)C1 (stereo not given),3%,-1%,-7,3,-2,-5%,.,-2,6%,-2%
CCOc1ccc(OCC(O)CN2CCN(S(=O)(=O)c3cccc(C(F)(F)F)c3)CC2)cc1 (stereo not given),26%,4%,0,7,9,-3%,-3%,0,-6%,-11%
C/C(=N\OCC(=O)Nc1ccc(Br)cc1)c1cccs1,-10%,0%,-2,19,24,-6%,-7%,1,-3%,2%
OCCN1CCN(CCOc2ccccc2-c2ccccc2)CC1,-3%,2%,40,-9,-32,2%,-16%,-15,3%,32%
O=C(OCC(=O)N(CCc1ccccc1)Cc1ccccc1)c1cccc(O)c1,14%,.,0,.,13,-2%,.,.,.,.
